Screens as filed in PubChem.
hERG WT inh = blocks the wildtype human KCNH2 potassium channel. Q12809. U2OS, BacMam KCNH2, thallium flux FluxOr; active compounds read low. activity change, % at 1.84 µM. 340,000 tested, 0.37% active;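 active = maximum activity change below -70%; inconclusive = maximum activity change between -70% and -50%; inactive = maximum activity change above -50%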; also: % is scaled to controls: 0 for no effect and ±100 for the full control effect
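U2OS cells transduced with wild-type KCNH2 virus are loaded with FluxOr dye for 45 min, and thallium flux is measured in kinetic reads before and after stimulation buffer. Rate constants are normalized to DMSO controls.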
KCNH2 3.1 block = KCNH2 3.1 (human) potassium channel inhibition | U2OS KCNH2 3.1, thallium flux FluxOr; active compounds read low | activity change, % (tested at about 1.8 µM) | 340,000 tested, 0.95% active;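 active = maximum activity change below -70%; inconclusive = maximum activity change from -70% to -50%; inactive = maximum activity change above -50%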;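 also: thallium influx rate constant from kinetic fluorescence after stimulation buffer; % is scaled to controls: 0 for no effect and ±100 for the full control effect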
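Thallium flux via FluxOr fluorescence (Red40 quencher, 45 min loading) in U2OS cells virally expressing the KCNH2 3.1 isoform (1.77 x 10^8 /mL virus, overnight at 37 C). Rate constants from 2-min kinetic reads post-stimulation, normalised to positive and negative controls.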
TCR activator = activators of T cell receptors; primary human leukocytes, anti-CD3, IL-2 HTRF, 48 h; Potency, µM (series often up to 9.22 µM), without a hit: at the top dose activation of IL-2 secretion, most hits filed as activators; 330,000 tested, under 10 active; AID 504894; also: % of control where 0% means no effect
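48 hr co-incubation of compounds, a-CD3 beads and primary human leukocytes; IL-2 quantified homogeneously by HTRF with anti-IL-2 K and d2 conjugates.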
TRPV1 agonist = activates the human vanilloid receptor TRPV1; Q8NER1; activation, % at 8.33 µM; AID 540275; TRPV1-expressing cells, Fluo-8 calcium influx, agonist mode; 320,000 tested, 0.19% active; in the data active = activation above about 80%; inconclusive = between about 30% and that limit; also: 0% is about no effect
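TRPV1-expressing cells were cultured overnight at 35.5C and loaded with Fluo-8 calcium dye for 40 to 90 min at room temperature. After a 10 s baseline, compound was added and calcium influx was read kinetically for 3 min (ex 480/em 520 nm).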
TSHR antagonist = human thyrotropin receptor antagonism | TSHR-expressing cells, TSH-stimulated cAMP HTRF, 2 h; active compounds read low | 330,000 tested, 0.2% active | P16473 | AID 504810 | activity change, negative = inhibition, % at 11.5 µM;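 active = activity change below a set negative limit, meaning inhibition stronger than a set level, cut at about -70% in these data; inconclusive = activity change between two set negative limits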; also: % is scaled to controls: 0 for no effect and ±100 for the full control effect
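Cell-based HTRF cAMP assay; TSHR cells + compound, TSH EC80 (4nM final), 2 h, 37 deg C. Lysis with anti-cAMP cryptate and cAMP-d2, 30 min RT, read 665/620 nm.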
Mito fusion yeast = inhibitors of mitochondrial division or activators of mitochondrial fusion | 320,000 tested, 0.23% active | AID 485298 | Potency, µM (highest dose often 46.1 µM), inactives show at the highest dose growth rescue (activation), actives largely listed as activators | S. cerevisiae fusion-defective mutant growth rescue, CellTiterGlo 48 h;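 also: potency is read from the fitted curve at half-maximal effect; % of control where 0% means no effect; nearly all actives have a fitted effect of over 45% in size; temperature-sensitive fusion mutants such as fzo1-1 at 37 °C on non-fermentable ethanol glycerol medium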
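Temperature-sensitive fusion-defective S. cerevisiae (e.g. fzo1-1, mgm1-5) were grown with compound in YPEG medium (3% ethanol, 3% glycerol) for 48 hours at 37C. Growth rescue was measured as viability by CellTiterGlo luminescence after 10 minutes at ambient.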
ELG1 DNA repair = inhibitors of ELG1-dependent DNA repair in HEK293T cells; HEK293T ELG1-luciferase reporter, luminescence, 16 h; DNA damage induced by 5-fluorouridine; Potency, µM (titrated, usually from 46.1 µM), for the others: at the highest dose activity change, negative = inhibition, hits mostly inhibitors; 330,000 tested, 2.3% active; AID 504467; also: potency is read from the fitted curve at half-maximal effect; % is scaled to controls: 0 for no effect and ±100 for the full control effect; nearly all actives have a fitted effect of over 55% in size
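Cells (2,000 per well) received 5-fluorouridine plus test compound or DMSO and were incubated 16 hr at 37 °C, 5% CO2. Luciferase activity was read by luminescence 30 min after ONE-Glo addition; signal suppression marked inhibition of damage-induced ELG1 function.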
USP2a inh = blocks human ubiquitin-specific protease USP2a; O75604; USP2 core, Ub-CHOP2 coupled fluorogenic reporter, 485/531; Potency, µM (doses to about 38.3 µM), for the others: at the highest dose activity change, negative = inhibition, actives largely listed as inhibitors; 330,000 tested, 0.01% active; AID 463254;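 also: potency is read from the fitted curve at half-maximal effect; plate controls were DMSO wells for no effect and full inhibition by NEM control for full effect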
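Deubiquitinase activity read as fluorescence (485/531 nm) after Ub-CHOP2 cleavage activates the enterokinase reporter on its substrate; USP2 core 10nM, Ub-CHOP2 and substrate 25nM each, 30min compound preincubation then 60min RT; data normalized to NEM, curves fitted.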
Eya2 phos inh = inhibitors of human Eya2 phosphatase activity; recombinant Eya2, OMFP fluorescence dephosphorylation (OMFP is methylfluorescein phosphate); Potency, µM (titrated, usually from 76.9 µM), for the others: at the top dose activity, negative = inhibition, actives largely listed as inhibitors; 330,000 tested, 0.006% active; AID 488837; also: potency is read from the fitted curve at half-maximal effect; % is scaled to controls: 0 for no effect and ±100 for the full control effect
Target sequence (O00167 whole entry, looked up): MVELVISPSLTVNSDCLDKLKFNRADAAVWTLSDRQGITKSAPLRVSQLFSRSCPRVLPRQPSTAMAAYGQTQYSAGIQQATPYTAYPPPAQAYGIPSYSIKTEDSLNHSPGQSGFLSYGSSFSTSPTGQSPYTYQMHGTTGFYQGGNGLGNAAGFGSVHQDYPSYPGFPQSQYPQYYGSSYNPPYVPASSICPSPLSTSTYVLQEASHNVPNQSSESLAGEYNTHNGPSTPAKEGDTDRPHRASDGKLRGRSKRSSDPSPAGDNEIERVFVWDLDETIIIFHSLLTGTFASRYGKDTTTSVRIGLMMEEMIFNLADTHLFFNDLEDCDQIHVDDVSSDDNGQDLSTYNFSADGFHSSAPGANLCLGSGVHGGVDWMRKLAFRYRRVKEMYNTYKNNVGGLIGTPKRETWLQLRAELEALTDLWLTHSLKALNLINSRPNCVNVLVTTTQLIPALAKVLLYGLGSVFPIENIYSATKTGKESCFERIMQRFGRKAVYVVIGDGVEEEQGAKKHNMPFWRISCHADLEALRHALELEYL
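Eya2 protein (added as 0.2 uM solution) was preincubated with compound for 10 min at ambient temperature in 50 mM HEPES pH 7.5, 50 mM NaCl, 5 uM MgCl2, 0.05% BSA, 1 mM DTT. OMFP (added at 50 uM) then reacted 10 min; fluorescence read at 485/525 nm.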
A-T KAP1 phos = potential ataxia-telangiectasia treatments restoring KAP-1 phosphorylation | […] A-T fibroblasts, KAP-1 phosphorylation AlphaLISA; neocarzinostatin DNA damage 30 min before lysis | Potency, µM (highest dose often 57.5 µM), without a hit: top-dose activation, hits mostly activators | 320,000 tested, 0.19% active | AID 485349; also: potency is read from the fitted curve at half-maximal effect; % of control where 0% means no effect; nearly all actives have a fitted effect of over 45% in size
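ATM-like activity read as KAP-1 phosphorylation via AlphaLISA donor/acceptor antibody pairs after lysis and 6 hr at 25C. Cells were ATM-null patient fibroblasts ([…], hTERT), dosed 60 min, then exposed to the DSB inducer NCS for 30 min.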
An asterisk follows results filed as active; ? = inconclusive; · = no result given; [ ] = another dose, or the depositor's remark. Unless noted, calls follow the shape of the dose curve; as a rule, active = well fitted curve in the direction sought with a large enough effect; inconclusive = small, poorly fitted or top-dose-only effect, or another doubt; inactive = no such curve, though single readings can be large; an effect the other way counts as inactive or inconclusive. This is a subset; the hit share may differ from the screen's.

SMILES	hERG WT inh	KCNH2 3.1 block	TCR activator	TRPV1 agonist	TSHR antagonist	Mito fusion yeast	ELG1 DNA repair	USP2a inh	Eya2 phos inh	A-T KAP1 phos
C=CC[C@@H](Cc1ccc(F)cc1)C(=O)OC[C@H]1CCCN1C(=O)[C@@H](CC=C)CC(=O)N[C@@H](CO)Cc1ccccc1	-5	-14	-4%	·	-8	·	-24%	-3%	-21%	-4%
N#Cc1c(-c2ccccc2)nc(SCC(=O)NC2CCCCC2)[nH]c1=O	-6	5	-5%	2	10	6%	0%	3%	0%	-4%
Cc1ccc(O)c(N=Cc2sc3ccccc3c2Cl)c1	-1	-13	-9%[46.1 µM]	-4	5	1%	?	-1%	-10%	0%
Cc1ccc(C[n+]2cccc(-c3ccccc3)c2)c(C)c1	12	11	1%[46.1 µM]	-4	12	0%	-20%	-1%	1%	-6%
COc1ccc(C[C@H]2CN3C(=NC[C@@H]3C(C)C)N2CCNC(=O)c2ccc(C)c(Br)c2)cc1	-114*	-100*	2%	1	2	-3%	-6%	6%	13%	-10%
CCN(CC)CCN1C(=O)C(O)=C(C(=O)c2sc(C)nc2C)C1c1cccnc1 (centres undefined)	4	8	4%	3	25	-2%	?	0%	6%	-6%
Cc1cc(C)cc(N(CC(=O)NCc2ccccc2)C(=O)CCC(=O)Nc2ccccn2)c1	-12	-3	1%	2	14	-11%	-14%	0%	3%	3%
CCN(CC)C(=O)CSc1nnc(-c2cc(OC)cc(OC)c2)o1	-8	6	-16%	6	0	3%	20%	-2%	-2%	9%
O=c1c2cnn(-c3ccccc3)c2ncn1CCc1ccccc1	49	-9	3%[46.1 µM]	?	-6	?	?	-1%	-1%	6%
CSc1nc(-c2ccccc2)nn1S(=O)(=O)c1ccccc1	-15	-4	5%[46.1 µM]	4	15	6%	?	1%	-7%	·
c1ccc2oc(-c3ccc(Nc4nc(N5CCCCC5)nc(N5CCOCC5)n4)cc3)nc2c1	·	·	·	2	-2	-1%	-4%	1%	13%	-2%
O=C(O)CSc1nnnn1C1CCCCC1	-20	-11	4%	-4	34	6%	7%	-1%	-2%	11%[11.5 µM]
C[N+]1(CN2C(=O)C3C4C=CC(C4)C3C2=O)CCCCC1 (centres undefined)	-8	-8	-4%	·	-4	6%	11%	3%	1%	-6%
Cc1ccc(NC(=O)Cn2c([N+](=O)[O-])cnc2C)cc1	-4	13	10%	-7	-11	-6%	1%	1%	-1%	-2%
COc1cccc(C2C(C#N)=C(N)Oc3c2oc(CO)cc3=O)c1OC (centres undefined)	8	9	1%	1	-6	4%	2%	0%	7%	-3%
CCOC(=O)c1c(/N=C/c2ccc(O)cc2O)sc2c1CCC2	·	·	-5%	2	14	4%	-9%	0%	-6%	-5%
CN1CCN(c2nc3c(c(=O)[nH]c(=O)n3C)n2CCOc2ccccc2)CC1	0	-5	1%	-2	8	-4%	2%	-1%	14%	0%
Cc1cc(C)cc(NC(=O)CSc2nnc(NC(=O)C3CC3)s2)c1	-8	14	5%	2	-9	-10%	16%	1%	-2%	0%
Cc1ccc(NC(=O)Nc2cccc(C)n2)cc1	-13	-3	-5%	15	-3	12%	?	3%	4%	-9%
COc1ccc(CCn2c(-c3ccc(OC)cc3)nc3c(c(=O)c4ccccc4n3C)c2=O)cc1	-1	-3	-4%	2	-10	-3%	?	1%	3%	38%
COc1cc(NC(=O)CCc2nnc3ccc(N4CCCC4)nn23)cc(OC)c1OC	-2	3	-1%	-1	-2	0%	-14%	1%	-3%	1%
COc1ccc(Nc2nnc(SCC(=O)NC3CC3)s2)cc1	-18	3	·	1	-8	-2%	?	0%	-12%	8%
Cc1cccc(C)c1NC(=O)COC(=O)C1CC(=O)N(Cc2ccccc2)C1 (centres undefined)	0	-15	2%	-5	-7	0%	11%	1%	8%	4%
NC(=O)c1cc([N+](=O)[O-])ccc1NCCc1ccccc1	-17	10	·	-5	-5	3%	8%	-1%	-6%	3%
CC1(C)COC(c2cccn2Cc2ccc(F)cc2Cl)=N1	-4	7	1%	-2	-1	-6%	?	1%	-23%	?
O=C(CSc1ccccc1)N1CCN(S(=O)(=O)c2cccs2)CC1	10	-3	-10%	12	-7	-2%	21%	1%	2%	5%
Cc1cccc(CCNC(=O)CNS(=O)(=O)c2ccc3nc(C)sc3c2)c1	4	-14	4%	15	14	-1%	1%	1%	-2%	16%
CCC(C)(C)n1nnnc1C(c1cccs1)N1CCN(c2nc3ccccc3s2)CC1 (centres undefined)	-11	2	1%	18	-3	10µM*	21µM*	2%	3%	9%
CN(C)CCNC(=O)c1c(O)c2c([nH]c1=O)CCCC2	-1	3	-3%	-1	15	2%	-6%	3%	-4%	17%
COc1cc(C(=O)NCc2ccc(-n3cccc3)cc2)cc(OC)c1OC	·	·	·	8	-10	4%	14%	1%	-18%	-3%
O=C(CN1C(=O)S/C(=C\c2ccc(Cl)cc2)C1=O)NC1C=CS(=O)(=O)C1 (centres undefined)	8	3	-9%	1	-11	5%	0%	3%	-3%	-5%
CCC(=O)NCCc1nc2cc(NC(=O)c3ccc(Cl)cc3)ccc2n1C	-3	-3	-2%	3	0	-6%	?	-1%	2%	-4%
C/C(=N/NS(=O)(=O)c1ccc(C(C)(C)C)cc1)c1ccc2c(c1)OCO2	1	2	0%	8	2	4%	-16%	2%	-10%	9%
Nc1nc(N)c(N=Nc2ccc(SCC(=O)O)cc2)c(=O)[nH]1	-1	-6	-6%	2	-1	-13%	-5%	6%	6%	6%
O=C(NC(=S)Nc1ccc(N2CCOCC2)cc1)c1ccccc1	-1	1	-4%	5	-1	-7%	?	-2%	-11%	-10%
Cc1c(Cl)cccc1N1C(=O)CC(NNC(=O)c2ccc3c(c2)OCO3)C1=O (centres undefined)	4	2	2%	·	·	·	16%	3%	12%	10%

Some of the entries above in a different format.
Every second line gives: hERG WT inh | KCNH2 3.1 block | TCR activator | TRPV1 agonist | TSHR antagonist | Mito fusion yeast | ELG1 DNA repair | USP2a inh | Eya2 phos inh | A-T KAP1 phos
> O=C(CN1C(=O)S/C(=C\c2ccc(Cl)cc2)C1=O)NC1C=CS(=O)(=O)C1 (centres undefined)
→ 8 | 3 | -9% | 1 | -11 | 5% | 0% | 3% | -3% | -5%
> CCC(=O)NCCc1nc2cc(NC(=O)c3ccc(Cl)cc3)ccc2n1C
→ -3 | -3 | -2% | 3 | 0 | -6% | ? | -1% | 2% | -4%
> C/C(=N/NS(=O)(=O)c1ccc(C(C)(C)C)cc1)c1ccc2c(c1)OCO2
→ 1 | 2 | 0% | 8 | 2 | 4% | -16% | 2% | -10% | 9%
> Nc1nc(N)c(N=Nc2ccc(SCC(=O)O)cc2)c(=O)[nH]1
→ -1 | -6 | -6% | 2 | -1 | -13% | -5% | 6% | 6% | 6%

(continued)
SMILES	hERG WT inh	KCNH2 3.1 block	TCR activator	TRPV1 agonist	TSHR antagonist	Mito fusion yeast	ELG1 DNA repair	USP2a inh	Eya2 phos inh	A-T KAP1 phos
NNC(=O)CNC(c1ccccc1)c1cc(Br)ccc1NC(=O)CCN1CCOCC1 (centres undefined)	-9	?	4%	-4	23	-2%	22%	1%	11%	-10%
CN(CC(=O)Nc1cccc2c1CCCC2)S(=O)(=O)c1ccc(Br)cc1	8	9	4%	29	-5	-3%	?	4%	-1%	12%
COc1cc(OC)c(C2=NOC(C(=O)NCc3ccc4c(c3)OCO4)C2)cc1Cl (centres undefined)	-16	11	2%	1	-6	9%	?	0%	4%	2%
O=C(CCN1C(=O)CSC1=O)Nc1ccc(Br)cc1	-1	-5	-6%[46.1 µM]	?	0	0%	17%	1%	-20%	1%
O=C(O)CCc1ccc(-c2ccc(Br)cc2)n1NC(=O)c1ccc([N+](=O)[O-])cc1	-10	7	4%	11	-4	0%	-1%	2%	-3%	0%
COc1ccc(NC(=O)N2CCN(C(=O)c3ccco3)CC2)c(OC)c1	1	7	-6%	-3	1	1%	5%	0%	4%	-1%
Cc1cc(NC(=O)CSc2nnc(C)c(=O)[nH]2)no1	-10	-10	0%	2	6	1%	-4%	0%	-1%	16%
CCc1nnc(NC(=O)c2ccc(F)c(S(=O)(=O)N3CCCCC3)c2)s1	-17	4	-5%	6	-9	1%	?	2%	9%	-4%

Results in TCR activator, hERG WT inh and USP2a inh, for 3 of the compounds above:
SMILES,TCR activator,hERG WT inh,USP2a inh
O=C(O)CCc1ccc(-c2ccc(Br)cc2)n1NC(=O)c1ccc([N+](=O)[O-])cc1,4%,-10,2%
NNC(=O)CNC(c1ccccc1)c1cc(Br)ccc1NC(=O)CCN1CCOCC1 (centres undefined),4%,-9,1%
COc1ccc(NC(=O)N2CCN(C(=O)c3ccco3)CC2)c(OC)c1,-6%,1,0%
